MKP-3 inhibition = MKP-3 phosphatase inhibitors, primary screen, biochemical, rat enzyme, in vitro (AID 425) | recombinant MKP-3 phosphatase activity, fluorescence; higher % means a stronger effect | inhibition, % at 20 µM; hits with a dose series show IC50 in µM | 110,000 tested, 0.17% active; in the data active = inhibition above about 50%;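 also: plate controls were vehicle for no effect and reference inhibitor for full effect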
Hsp70 inhibitors = small molecules displacing fluorescent ligand from Hsp70 – biochemical, fluorescence polarization, primary screen (AID 583) | Hsp70 fluorescence polarization probe displacement, mP; higher % means a stronger effect | 140,000 tested, 0.06% active | displacement, % at 20 µM; hits with a dose series show IC50 in µM; in the data active = displacement above about 50%;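 also: plate controls were vehicle for no effect and reference ligand for full effect; a part of the inactive calls stands beside numbers as strong as those of hits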
Active calls of the source: *; x = not tested or not shown; & = joins results of further samples. Not all compounds are listed. The share of hits here may be higher or lower than overall.

item	molecule	MKP-3 inhibition	Hsp70 inhibitors
1	COC(=O)C(CCSC)NC(=O)C12CC3CC(CC(C3)C1)C2 (stereo not drawn)	x	-0.9%
2	O=C1N=C(N=Nc2c(O)[nH]c3ccccc23)S/C1=C/c1ccc(Br)cc1	53%*	82%*
3	CCn1c2ccccc2c2cc(CNc3ccc(C)c(C)c3)ccc21	0%	2.6%
4	O=C(CN1C(=O)NC2(CCCc3ccccc32)C1=O)NCc1ccco1 (stereo not drawn)	x	1.5%
5	CCCOC(=O)c1cccc(NC(=O)c2cccs2)c1	2%	-0.8%
6	O=C(CC(=O)c1ccccc1)Nc1cccnc1	-5%	-1.1%
7	O=C(Nc1ccc(-c2nnc(-c3ccccc3)o2)cc1)c1cccs1	10%	-8.2%
8	COc1ccc(N(Cc2ccc(C(=O)NC3CCCCC3)cc2)S(=O)(=O)c2ccccc2)cc1	2%	-0.5%
9	CCCC(=O)Nc1ccc(Cl)c(NC(=O)c2cccnc2Cl)c1	x	1.8%
10	Cc1ccc2nc(NC(=O)C3CCCCC3C(=O)O)sc2c1 (stereo not drawn)	3%	5.0%
11	Cc1ccccc1NS(=O)(=O)c1ccc2[nH]cc(C(=O)N(C)Cc3ccco3)c(=O)c2c1	3%	6.5%
12	Cc1ccc(S(=O)(=O)NCC(C)NS(C)(=O)=O)cc1 (stereo not drawn)	x	-0.5%
13	O=c1c2c3c(sc2nc2n1CCCCC2)CCCC3	-8%	0.9%
14	Cc1cccc(C)c1-n1c(C)cc(/C=N/NC(=O)c2cccnc2)c1C	4%	2.3%
15	CCCCc1[nH]c(=O)c(C#N)c2c1CCCC2	x	-4.2%
16	COc1ccccc1-c1cc(-c2cc(Cl)ccc2O)n[nH]1	-4%	4.0%
17	Cc1noc(C)c1C(=O)Nc1ccccn1	-8%	-2.1%
18	CC1(C)CC(=O)c2cc(C(=O)N3CCCCC3)c(=O)n(-c3ccc(Cl)cc3)c2C1	-6%	-1.9%
19	CC(C)(C)NC(=O)NC(=O)COC(=O)C1CC(=O)N(Cc2ccccc2)C1 (stereo not drawn)	-4%	-3.1%
20	Cn1c(C=Nc2ccccc2O)nc2ccccc21	-2%	-3.7%
21	CCOC(=O)c1sc(C)c(C(N)=O)c1NC1=NCCCCC1	-2%	-0.3%
22	COc1cc(C2NC(C(=O)O)CS2)ccc1OCc1ccccc1C#N (stereo not drawn)	6%	5.1%
23	CCOc1ccc(-c2cc(C)n3nc(C(=O)Nc4ccc(C(C)=O)cc4)cc3n2)cc1	37%	0.1%
24	CCC(=O)Nc1cccc(NC(=O)COc2ccc(OC)cc2)c1	-7%	-0.3%
25	CN(C)CCCN1C(=O)C(=O)/C(=C(/O)c2ccccc2)C1c1ccccn1 (stereo not drawn)	-12%	-1.6%

2 of the compounds above, in transposed form:
[1] COC(=O)C(CCSC)NC(=O)C12CC3CC(CC(C3)C1)C2 (stereo not drawn)
[2] O=C1N=C(N=Nc2c(O)[nH]c3ccccc23)S/C1=C/c1ccc(Br)cc1
assay / compound	1	2
MKP-3 inhibition	x	53%*
Hsp70 inhibitors	-0.9%	82%*

(continued)
item	molecule	MKP-3 inhibition	Hsp70 inhibitors
26	COc1ccc(C=Nc2ccc3c(c2)nc(C)n3C)cc1	0%	2.5%
27	O=C1NC(=O)C2C3c4ccccc4C(c4ccccc43)C12 (stereo not drawn)	6%	-2.7%
28	O=c1c2ccccc2nnn1CSc1ncnc2ccccc12	-1%	3.8%
29	CCCN(CC1CC1)S(=O)(=O)c1ccc(S(N)(=O)=O)cc1	-2%	7.1%
30	CCOC(=O)C1=C(C)NC(C)=C(C(=O)OC)C1c1cc(Cl)cc(Cl)c1OC (stereo not drawn)	-4%	1.3%
31	O=C(COC(=O)CCCSc1nc2ccccc2[nH]1)NC(=O)NC1CCCC1	x	2.3%
32	Cc1ccc(NCC(=O)N=Nc2c(O)[nH]c(=O)[nH]c2=O)cc1	1%	-3.4%
33	CC(=O)Oc1ccc(NC(=O)CC2Sc3ccccc3NC2=O)cc1 (stereo not drawn)	2%	-1.2%
34	CC(C)CN1C(=O)/C(=C/C2CC=CCC2)SC1=S (stereo not drawn)	2%	-0.4%
35	CCOC(=O)N1CCN(c2ccccc2)CC1	2%	1.1%
36	CCCCCc1c(O)nc(SCC(=O)O)[nH]c1=O	3%	-1.6%&2.8%
37	COc1ccc(NC(=O)CN2CCN(c3ccc(Cl)cc3)CC2)c(OC)c1	2%	9.6%
38	CCCSc1ncc(Cl)c(C(=O)Nc2ccc(S(=O)(=O)N3CC(C)OC(C)C3)cc2)n1 (stereo not drawn)	x	5.7%
39	CC(=O)Nc1cccc(Nc2nc3ccccc3nc2NS(=O)(=O)c2ccc(Cl)cc2)c1	4%	16%
40	CCOCCOc1nc2c(c(=O)n(C)c(=O)n2C)n1Cc1ccc(C)cc1	-3%	4.3%
41	C=C(Br)CSc1nc2ccccc2[nH]1	-1%	1.5%
42	O=C(Cn1ncc2c(=O)oc3ccccc3c21)N1CCc2ccccc2C1	-4%	1.4%
43	NC(=S)NNc1cc(Cl)cc(Cl)c1	x	1.5%
44	CCc1nc(SCC(=O)Nc2cc(C)on2)c2c(=O)n(C)c(=O)n(C)c2n1	-6%	-1.6%
45	O=C1/C(=C\c2cccc3ccccc23)SC(=S)N1CCc1ccccc1	1%	-2.2%
46	COc1ccc(NC(=O)Nc2nnc(C(C)C)s2)cc1	-2%	-2.1%
47	Cn1c(C(=O)N(Cc2ccccc2)Cc2cccs2)cc2sccc21	-1%	2.3%
48	CC(C)c1ccc(/C=C2/SC(=O)N(c3ccccc3)C2=O)cc1	3%	-4.8%
49	Cc1ccc(S(=O)(=O)NC(C)C2C3CC4CC(C3)CC2C4)c(C)c1 (stereo not drawn)	-1%	-2.4%
50	O=C(CC(C(=O)O)N1CCOCC1)Nc1ccc(Cl)cc1 (stereo not drawn)	-10%	2.0%

In a second layout: entries from further up.
The line under a structure holds: MKP-3 inhibition	Hsp70 inhibitors
13	O=c1c2c3c(sc2nc2n1CCCCC2)CCCC3
  -8%	0.9%
14	Cc1cccc(C)c1-n1c(C)cc(/C=N/NC(=O)c2cccnc2)c1C
  4%	2.3%
15	CCCCc1[nH]c(=O)c(C#N)c2c1CCCC2
  x	-4.2%
16	COc1ccccc1-c1cc(-c2cc(Cl)ccc2O)n[nH]1
  -4%	4.0%
17	Cc1noc(C)c1C(=O)Nc1ccccn1
  -8%	-2.1%

New compounds follow.
item	molecule	MKP-3 inhibition	Hsp70 inhibitors
51	CN(C)c1ccc(/C=N/NC(=O)c2cc(=O)[nH]c3ccccc23)cc1	2%	-5.5%
52	Cc1ccc(CNC(=O)C(=O)Nc2cccc3ccccc23)cc1	-1%	5.0%
53	O=c1[nH]c2c(s1)C=Nc1ccccc1N2	-3%	108%
54	Cc1noc(NS(=O)(=O)c2ccc(NC(=O)CSc3nc4ccccc4s3)cc2)c1C	3%	6.9%
55	N#Cc1c(C#N)c(-c2ccccc2)n(-c2ccccc2)c1N	x	-1.0%
56	Cc1cc(OCC(=O)Nc2ccc3c(c2)OCO3)ccc1Br	1%	-2.2%
57	COc1cccc(CNC(=O)c2ccc(NC(=O)C3CCCO3)cc2)c1 (stereo not drawn)	7%	5.3%
58	CCc1nnc(NC(=O)c2ccc(S(=O)(=O)N(CC)CC)cc2)s1	-5%	1.7%
59	CCOc1ccc(C(=O)Nc2cc(Cl)cc(Cl)c2)cc1Cl	-1%	0.2%
60	CCOC(=O)Cn1c(=O)oc2cc(S(=O)(=O)NCCc3ccc(C)cc3)ccc21	-11%	1.5%
61	COc1ccc2c(c1)c(C(C)=O)c(C)n2C	0%	-0.3%
62	O=C(COc1cccc2cccnc12)N1CCc2ccccc2C1	-1%	3.3%
63	Cc1ccc(C(=O)/C=C/Nc2ccccn2)cc1	2%	-1.0%
64	CCOC(CNC(=O)CCc1c(C)nc2ncnn2c1C)OCC	x	8.8%
65	CC(C)NC(=O)CC1OC(=O)c2ccccc21 (stereo not drawn)	x	5.6%
66	COC(=O)CSc1nc2nc(C)cc(C)n2n1	-8%	-1.5%
67	O=C(Nc1cccc(NC(=O)c2ccccc2Cl)c1)c1ccc2c(c1)OCCO2	2%	-1.5%
68	c1ccc2c(c1)nnn2-c1ncnc2sc3c(c12)CCCC3	-5%	-0.4%
69	O=C(Nc1ncc(Cc2cccc(C(F)(F)F)c2)s1)c1ccccc1Br	3%	-3.6%
70	O=C(Nc1ccc(Br)cc1)C1CC(=O)N(c2ccc(Cl)cc2)C1 (stereo not drawn)	4%	x
71	Cc1cc(NC(=O)CSCc2nc(-c3cccc(Cl)c3)oc2C)no1	-13%	42%
72	O=C1NC(=O)N(c2ccc(Cl)cc2)C(=O)/C1=C/c1cc(Cl)c(O)c(Cl)c1	-3%	-0.8%
73	O=C(Nc1cccc2ccccc12)N1CCc2ccccc2C1	x	-2.0%
74	CCC(C)NC(=O)Cn1c(=O)n(CCCCC(=O)NCc2ccco2)c(=O)c2ccccc21 (stereo not drawn)	-1%	x
75	Cc1ccc(OCC(=O)Nc2c(C(C)C)cccc2C(C)C)cc1C	4%	1.9%
76	N#Cc1c(N)c(C#N)c(-c2ccc3c(c2)OCO3)c2c1CCCC2	-5%	3.3%
77	O=C(NCc1cccnc1)c1ccc(CS(=O)(=O)c2ccc(Cl)cc2)o1	11%	-1.2%
78	N#C/C(=C(/O)c1cccc2ccccc12)c1nc2ccccc2[nH]1	8%	-4.5%
79	CCOc1cc(Br)ccc1S(=O)(=O)N1CC(C)OC(C)C1 (stereo not drawn)	x	-1.4%
80	CC(C)(C)c1cc(C(=O)NCc2ccccc2)ccn1	-6%	7.2%
81	COc1ccc(N2CCN(CCNC(=O)CCNS(=O)(=O)c3cccs3)CC2)cc1	-2%	0.1%
82	CCN(CC)CCCN1C(=O)C(O)=C(C(C)=O)C1c1cccc(OC)c1 (stereo not drawn)	0%	-0.4%
83	CCOC(=O)C(=CNc1cc(C)nn1-c1ccc(C)cc1)C(=O)OCC	x	3.0%
84	CC(C)CC(=O)NN(C)c1nc(-c2ccccc2)nnc1C(F)(F)F	x	-3.3%
85	CCc1ccc(-c2nc(CN3CCCC(C(=O)O)C3)c(C)o2)cc1 (stereo not drawn)	3%	0.9%
86	Cc1cc(NC(=O)C2CC3CCC2C3)no1 (stereo not drawn)	1%	0.2%
87	Cn1c2ccc(CC(N)=O)cc2c2cc(CC(N)=O)ccc21	-2%	0.2%
88	CC(C)C1=NN2C(=N)/C(=C/c3cc(Cl)ccc3OCc3ccccc3)C(=O)N=C2S1	4%	3.9%
89	Brc1ccccc1CN1CCN(Cc2ccco2)CC1	1%	-1.0%
90	COc1ccc(-c2nn(C)c3sc(C(=O)N4CCOCC4)cc23)cc1OC	3%	-3.2%
91	Cc1nc(Oc2cccc(Cl)c2)c2oc3ccccc3c2n1	x	-6.9%
92	Cc1cc(=O)[nH]c(NCc2ccccc2)n1	-1%	2.4%
93	CC(C)COc1ccc(Cc2cnc(N)nc2N)cc1	x	-0.9%
94	C=CCn1c(SCC(N)=O)nc(C)cc1=O	-7%	4.0%
95	O=C(O)c1cccc(NC2=C(Cl)C(=O)N(c3ccc(Cl)cc3)C2=O)c1	7%	9.5%
96	Nc1c(C(=O)O)nnn1Cc1ccccc1	3%	3.9%&0.0%
97	Cc1ccc(OCC(=O)Nc2ccc(F)cc2)cc1	x	-0.6%
98	CCOc1ccccc1Nc1nc(N)nc(CSc2nncn2C)n1	-3%	-1.7%
99	CC(C(=O)O)n1nnc(-c2ccccc2)n1 (stereo not drawn)	3%	-0.8%
100	CC1CC(C)CN(S(=O)(=O)c2ccc(C(=O)Nc3nnc(-c4cccs4)o3)cc2)C1 (stereo not drawn)	-3%	-0.5%

Additional compounds.
item	molecule	MKP-3 inhibition	Hsp70 inhibitors
101	c1ccc(OCCCCn2cnc3ccccc32)cc1	-20%	9.9%
102	COC(=O)c1ccc(NC(=O)C2C3C=CC(C4CC34)C2C(=O)O)cc1 (stereo not drawn)	2%	-2.2%
103	O=C(NN1C(=O)CSC1=S)c1ccncc1	2%	-10%
104	c1ccc(CCCNc2ncnc3nc[nH]c23)cc1	-12%	x
105	O=C(CCn1c(=O)[nH]c2ccsc2c1=O)N1CCN(c2cccc(Cl)c2)CC1	-1%	2.7%
106	CNC(=O)c1ccc(-c2ccc(OC)cc2)s1	x	-2.7%
107	COc1cc(NC(=O)Cc2ccc(OC)c(OC)c2)cc(OC)c1	3%	-3.4%
108	O=C(COC(=O)c1ccccn1)NCCCc1ccccc1	0%	1.3%
109	CCC1CCCCN1C(=O)CSc1nnc(-c2ccc3c(c2)OCCO3)o1 (stereo not drawn)	9%	-0.2%
110	O=C(Nc1cccc([N+](=O)[O-])c1)C1CC1(c1ccccc1)c1ccccc1 (stereo not drawn)	-4%	1.2%
111	CCOC(=O)c1c(-c2ccccc2)oc2cc(CN(C)C)c(O)c(CN(C)C)c12	x	8.5%
112	CCN(CC)S(=O)(=O)c1cc([N+](=O)[O-])ccc1NNC(=O)Nc1ccccc1	x	0.8%
113	Cc1nn(C(C)C(=O)N2CCCCC2)c(=O)c2c1sc1ccccc12 (stereo not drawn)	-2%	-2.8%
114	O=C1NCCCC1C(=O)N1CCN(C(=O)c2ccco2)CC1 (stereo not drawn)	-6%	7.5%
115	Cc1cc(NC(=O)COc2cccc(Oc3ccccc3)c2)no1	-6%	-3.2%
116	O=C(NCc1ccccc1)NC(=O)c1ccccc1F	-1%	0.8%
117	c1ccc(Oc2cc(-n3cccn3)ncn2)cc1	-2%	5.0%
118	O=C(NCCc1ccc(Cl)cc1)C1CCN(S(=O)(=O)c2ccc(-n3cnnn3)cc2)CC1	0%	-4.2%

Screening results from PubChem BioAssay.
